# Source: PubChem BioAssay
# MOR-DOR inv ag = mu-delta opioid heterodimer inverse agonism; P35372+P41143; cell-based MOR-DOR heterodimer luminescence; inhibition, % at 9.3 µM; 340,000 compounds, 0.21% hits; AID 504357; in the data active = inhibition above about 22%, passing the limit was not always enough;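 note: 0% = cells with DMSO and 100% = wells without cells with DMSO; values of inactives mirror those of a sister screen read the other way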
# Target sequence (P35372 whole entry, looked up): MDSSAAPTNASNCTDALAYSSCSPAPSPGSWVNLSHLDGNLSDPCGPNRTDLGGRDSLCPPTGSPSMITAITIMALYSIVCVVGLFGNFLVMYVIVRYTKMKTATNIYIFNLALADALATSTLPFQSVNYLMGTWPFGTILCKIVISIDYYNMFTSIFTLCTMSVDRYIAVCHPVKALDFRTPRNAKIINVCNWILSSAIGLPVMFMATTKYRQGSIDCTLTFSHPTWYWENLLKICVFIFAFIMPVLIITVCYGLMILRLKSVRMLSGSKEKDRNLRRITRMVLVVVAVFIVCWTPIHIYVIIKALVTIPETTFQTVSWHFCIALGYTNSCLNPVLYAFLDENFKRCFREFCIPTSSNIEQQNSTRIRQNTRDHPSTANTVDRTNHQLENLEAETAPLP
# Target sequence (P41143 whole entry, looked up): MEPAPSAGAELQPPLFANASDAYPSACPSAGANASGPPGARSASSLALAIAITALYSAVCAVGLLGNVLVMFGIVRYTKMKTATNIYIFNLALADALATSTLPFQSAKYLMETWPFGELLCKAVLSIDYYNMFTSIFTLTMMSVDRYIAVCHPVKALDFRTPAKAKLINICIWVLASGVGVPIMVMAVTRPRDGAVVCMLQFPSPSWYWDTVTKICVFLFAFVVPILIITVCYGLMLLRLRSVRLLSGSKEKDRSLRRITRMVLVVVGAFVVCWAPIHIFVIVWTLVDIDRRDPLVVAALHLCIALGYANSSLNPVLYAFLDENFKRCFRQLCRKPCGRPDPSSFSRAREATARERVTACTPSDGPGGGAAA
# RTF Ca sens inh = cardiac RTF calcium desensitization; inhibition, % at 7.15 µM; P19429+P45379; IANBD-labeled cardiac RTF, Ca2+ fluorescence; 340,000 compounds, 0.12% hits; AID 493244;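 active = inhibition above the mean inhibition of all tested compounds plus 3 SD, cut at about 17% in these data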;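 note: assay run at fixed EC70 calcium of 1.6 mM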
# HTR5A inv ag = HTR5A inverse agonism, opioid heterodimer counter-screen; AID 504634; HTR5A cell line, luminescence; inhibition, % at 9.3 µM; 340,000 compounds, 0.083% hits; P47898; in the data active = inhibition mostly above about 23%, no sharp cut-off; inactive = mostly below about 18%;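 note: 0% = cells with DMSO and 100% = no-cell wells with DMSO; some compounds called inactive have numbers as strong as hits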
# CAL-PDZ inh HTS = CAL PDZ (human) peptide binding inhibition. purified CAL PDZ, TMR-peptide fluorescence polarization, 1 h. 300,000 compounds, 0.92% hits. inhibition, % at 24.9 µM. AID 602252. Q9HD26;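 active = mean inhibition of at least 30% with at least half of replicates also reaching 30%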;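 note: 0% = DMSO neutral control and 100% = excess unlabeled competitor peptide PRC23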
# C-LANA FP = blocks KSHV LANA C-terminal domain binding to DNA; 340,000 compounds, 0.078% hits; MBP-C-LANA/FAM-LBS DNA binding, fluorescence polarization; inhibition, % at 9 µM;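 active = highest replicate inhibition at or above 60% at 9 µM, even if other replicates fall short; inactive = all replicates below 60% inhibition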;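 note: 0% = neutral control wells and 100% = 4 µM acridine orange control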
# HTR5A ag = activates human HTR5A in OPRM1-OPRD1 agonist counter-screen; HTR5A agonist assay, luminescence, cell-based; 340,000 compounds, 0.61% hits; P47898; activation, % at 9.3 µM; AID 504692; in the data active = activation mostly above about 9.5%, no sharp cut-off; inactive = mostly below about 7.6%;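 note: 0% = cells with vehicle only and 100% = reference agonist; strong numbers were not always called active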
# V-ATPase pH = yeast V-ATPase proton transport regulation by pHLuorin; S. cerevisiae, pHLuorin cytosolic pH fluorescence; response, % at 10 µM; 350,000 compounds, 0.37% hits; in the data active = response mostly above about 7.3%, no sharp cut-off; inactive = mostly below about 5.4%; note: actives read high; inactives centre near 0; some compounds called inactive have numbers as strong as hits; reference of the scale not given here
# RTF Ca sens act = cardiac RTF calcium sensitization; P19429+P45379; 340,000 compounds, 0.24% hits; activation, % at 7.2 µM; IANBD-labeled TnC RTF fluorescence at EC20 calcium; 0% EC20 calcium, 100% full calcium;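 active = activation above the mean over all tested compounds plus 3 SD, cut at about 30% in these data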;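 note: rise in fluorescence read as greater calcium sensitivity of cardiac thin filaments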
# Keap1-Nrf2 PPI = Keap1-Nrf2 (human) interaction inhibition; Keap1 Kelch-Nrf2 peptide fluorescence polarization, 1536-well; inhibition, % at 9.4 µM; 340,000 compounds, 0.15% hits; AID 504523; in the data active = inhibition above about 12%;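 note: human Keap1 Kelch domain with fluorescein labeled Nrf2 9mer peptide probe; 0% = neutral control wells and 100% = peptide positive control; higher means more block of Keap1 binding to Nrf2 peptide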
# MOR-DOR ag = OPRM1-OPRD1 heterodimerization agonism | cells, luminescence | activation, % at 9.3 µM | 340,000 compounds, 0.3% hits; in the data active = activation above about 18%;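 note: 0% = vehicle-treated cells and 100% = reference agonist; values of inactives mirror those of a sister screen read the other way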
# Active calls of the source: *; . = not tested or not shown.
SMILES,MOR-DOR inv ag,RTF Ca sens inh,HTR5A inv ag,CAL-PDZ inh HTS,C-LANA FP,HTR5A ag,V-ATPase pH,RTF Ca sens act,Keap1-Nrf2 PPI,MOR-DOR ag
O=C(Nc1c2c(nn1-c1ccccc1)CSC2)c1ccc(N2C(=O)CCC2=O)cc1,15.3,6.0,-20.0,-3.9,-0.2,-2.2,1.5,2.0,-1.7,-2.9
Cc1cccc(Cc2nnc(NC(=O)c3cccc(S(=O)(=O)N4CCOCC4)c3)s2)c1,7.5,-11.0,-5.4,-1.9,-1.3,3.2,1.8,0.3,-1.1,-1.3
CC1(C)CC(NC(=O)C23CCC(C)(C(=O)C2=O)C3(C)C)CC(C)(C)N1 (configuration not stated),7.2,1.6,-12.1,-13.1,-2.7,-1.5,0.1,-5.0,1.4,-1.4
CCOc1ccccc1C(=O)NCC(=O)O,-0.8,-7.5,13.2,-0.5,-0.6,-2.3,0.7,11.6,2.1,0.1
Cc1ccc(S(=O)(=O)N2CCN(C(=O)CSc3nc4ccccc4o3)C2)cc1,-8.7,-8.5,1.9,-2.7,3.1,-1.5,1.7,0.1,-2.1,1.9
Cc1csc(CNC(=O)c2cc(COc3c(C)cccc3C)on2)n1,-8.3,-0.5,3.3,.,-0.2,4.9,-2.5,8.3,-2.6,1.6
CN(c1ccccc1C(=O)NCc1ccccn1)S(C)(=O)=O,18.0,-8.3,-11.8,-3.0,1.3,-1.9,4.6,-5.9,-3.2,-2.9
O=C(Nc1scc(-c2ccc(Br)cc2)c1C(=O)O)c1ccccc1F,-0.3,-3.8,9.3,.,-0.9,-1.3,-2.4,0.4,6.4,0.1
COc1ccc(C(CC(=O)O)NC(=O)c2ccccc2[N+](=O)[O-])cc1 (configuration not stated),10.6,-9.5,-12.1,31.4*,-2.6,4.4,6.5,5.7,-1.0,-1.9
CCOc1ncccc1C(=O)OCC(=O)c1cccc(Br)c1,-7.5,-10.3,4.4,-3.1,-0.3,-1.6,1.6,8.2,0.8,1.3
Cc1cccc(Cc2c(C)nc3c(C(=O)NCc4ccco4)cnn3c2C)c1,-31.7,-9.8,-15.9,.,1.2,6.3,-7.1,9.7,-11.0,5.6
Cc1cc(-c2ccccc2)[nH]c(=O)c1S(=O)(=O)c1ccccc1,0.2,-2.5,-8.6,-2.5,3.6,2.7,-2.9,-2.2,-4.5,0.0
CCOc1ccc(NC(=O)CN(C)c2ccc(S(=O)(=O)N(C(C)C)C(C)C)cn2)cc1OCC,4.2,2.6,8.4,-2.5,1.3,-1.7,2.3,-1.6,5.6,-0.9
O=C1CC(N2CCN(C3CC(=O)N(CCc4ccccc4)C3=O)CC2)C(=O)N1CCc1ccccc1 (configuration not stated),-18.5,-0.8,-10.8,0.4,-1.3,4.1,1.0,-0.9,-2.0,3.0
COc1ccc(C2/C=C\CN3CCC[C@H]3C(=O)N2Cc2ccc(F)cc2)cc1 (some centres not stated),20.1,-17.2,-2.7,-0.2,-1.4,0.8,0.2,4.1,-11.5,-4.1
NC(=O)c1ccc(N2CCN(c3ncc(C(F)(F)F)cc3Cl)CC2)cc1,5.7,-2.4,-2.4,-4.0,-0.7,0.8,-1.4,0.4,-6.7,-1.1
Cc1csc(=O)n1CC(=O)OCC(=O)Nc1ccc(F)c(F)c1,3.5,0.7,-0.5,-0.5,-1.6,0.2,3.0,-0.8,4.6,-0.6
Cc1ccc(S(=O)(=O)N(C)CC(=O)O/N=C(\N)c2ccccn2)cc1,5.2,-8.3,4.7,.,0.1,-1.7,4.1,4.3,-4.3,-0.9
Cn1c(Cn2c(=O)sc3ccccc32)nnc1SCC(=O)N1CCN(c2ccccc2)CC1,12.8,-4.6,9.5,5.2,2.5,-3.6,0.0,-6.0,-1.0,-2.6
CCN(CC)CCn1c2ccccc2c2n[nH]c(=S)nc21,12.7,3.5,12.2,-4.9,-1.0,-3.3,-0.7,-4.6,2.3,-2.7

# Some of the entries so far, as labelled records:
> CCOc1ccc(NC(=O)CN(C)c2ccc(S(=O)(=O)N(C(C)C)C(C)C)cn2)cc1OCC
  MOR-DOR inv ag: 4.2
  RTF Ca sens inh: 2.6
  HTR5A inv ag: 8.4
  CAL-PDZ inh HTS: -2.5
  C-LANA FP: 1.3
  HTR5A ag: -1.7
  V-ATPase pH: 2.3
  RTF Ca sens act: -1.6
  Keap1-Nrf2 PPI: 5.6
  MOR-DOR ag: -0.9

> O=C1CC(N2CCN(C3CC(=O)N(CCc4ccccc4)C3=O)CC2)C(=O)N1CCc1ccccc1 (configuration not stated)
  MOR-DOR inv ag: -18.5
  RTF Ca sens inh: -0.8
  HTR5A inv ag: -10.8
  CAL-PDZ inh HTS: 0.4
  C-LANA FP: -1.3
  HTR5A ag: 4.1
  V-ATPase pH: 1.0
  RTF Ca sens act: -0.9
  Keap1-Nrf2 PPI: -2.0
  MOR-DOR ag: 3.0

> COc1ccc(C2/C=C\CN3CCC[C@H]3C(=O)N2Cc2ccc(F)cc2)cc1 (some centres not stated)
  MOR-DOR inv ag: 20.1
  RTF Ca sens inh: -17.2
  HTR5A inv ag: -2.7
  CAL-PDZ inh HTS: -0.2
  C-LANA FP: -1.4
  HTR5A ag: 0.8
  V-ATPase pH: 0.2
  RTF Ca sens act: 4.1
  Keap1-Nrf2 PPI: -11.5
  MOR-DOR ag: -4.1

> NC(=O)c1ccc(N2CCN(c3ncc(C(F)(F)F)cc3Cl)CC2)cc1
  MOR-DOR inv ag: 5.7
  RTF Ca sens inh: -2.4
  HTR5A inv ag: -2.4
  CAL-PDZ inh HTS: -4.0
  C-LANA FP: -0.7
  HTR5A ag: 0.8
  V-ATPase pH: -1.4
  RTF Ca sens act: 0.4
  Keap1-Nrf2 PPI: -6.7
  MOR-DOR ag: -1.1

# Next section:
SMILES,MOR-DOR inv ag,RTF Ca sens inh,HTR5A inv ag,CAL-PDZ inh HTS,C-LANA FP,HTR5A ag,V-ATPase pH,RTF Ca sens act,Keap1-Nrf2 PPI,MOR-DOR ag
CCOC(=O)c1c(-c2ccccc2)csc1NC(=O)c1nn(CC)cc1Br,7.2,-8.1,8.1,-1.1,-3.6,-1.0,1.9,-14.7,-1.5,-1.2
COc1cc2c(cc1OC)CN(C(C)C(=O)N1CCc3ccccc31)CC2 (configuration not stated),-48.0,-0.8,-6.9,-4.8,-0.8,0.0,-1.0,7.9,-1.7,8.5
Cc1cc(NC(=O)CCN2C(=O)C3C4CCC(C4)C3C2=O)cc(C)c1Br (configuration not stated),5.6,14.0,-21.1,-2.6,-0.1,1.2,1.9,3.2,-1.5,-1.0
CCOC(=O)Cc1csc(NC(=O)CSc2nnc(-c3ccncc3)o2)n1,.,.,.,-0.5,2.1,.,-1.1,.,4.2,.
COC(=O)c1cccc(-n2c(C)cc(C=O)c2C)c1C,10.9,-7.2,-4.3,-3.4,0.5,1.9,-0.7,5.6,-6.0,-2.1
Cc1ccc(Sc2nc3ccc(C)cn3c(=O)c2/C=N/O)cc1,4.7,-5.5,2.8,-0.1,1.2,-1.1,-1.4,-2.1,3.7,-0.9
CC(C)Cc1csc(NC(=O)c2ccc(Br)cc2)c1C(=O)O,5.8,-3.7,1.5,0.9,-0.4,-0.6,-1.4,7.7,-0.2,-1.1
O=C1CC2(CCCCC2)Oc2ccc(OCC(=O)N3CCOCC3)cc21,9.1,0.3,20.0,.,-1.0,2.8,3.2,0.9,-0.5,-1.7
Cn1c(-c2ccc3c(c2)OCO3)cnc1NC(=O)CCC(=O)NCCc1ccccc1,12.0,-4.5,-45.0,.,0.4,1.9,-0.2,-2.6,2.5,-2.6
CCN(CC)C(=O)c1[nH]cnc1C(=O)N[C@@H](C)c1ccccc1,5.8,-4.5,30.9,-2.1,-3.1,1.2,-1.6,6.3,-6.2,-1.1
CCOc1ccc2nc(SC3CC(=O)N(c4ccc(C)cc4)C3=O)sc2c1 (configuration not stated),-1.5,1.1,-11.8,.,-1.0,3.8,6.4,2.6,0.5,0.3
CCc1nc2ccccc2n1CC1CC1(Cl)Cl (configuration not stated),3.1,-3.7,-9.8,-3.6,2.2,3.8,3.1,5.3,1.7,-0.7
COC(=O)c1ccc(N2CCN(C)CC2)c(NC(=O)c2cccs2)c1,5.9,-15.4,-18.0,-2.3,1.5,6.3,-1.8,0.8,4.0,-0.9
O=C(Cn1nnc2ccccc21)c1ccc([N+](=O)[O-])cc1,-30.3,-3.8,10.6,7.7,4.5,1.5,2.8,0.3,-7.8,6.0
O=C(NCC(c1ccco1)N1CCOCC1)c1cccc(Cl)c1 (configuration not stated),-27.7,-7.6,-22.9,5.8,0.7,-0.9,5.4,-3.2,-8.3,4.3
CC(C)N1CCN(CCCc2ccccc2)CC1CCO (configuration not stated),8.7,-3.5,11.3,-3.5,0.5,-3.3,-0.3,-5.3,-2.1,-1.8
CC(=O)c1sc(NC(=O)c2c(F)cccc2F)nc1C,6.1,0.4,-0.4,.,-1.4,4.6,-2.3,-3.8,0.4,-1.3
COCCCNc1nc2c(c(=O)[nH]c(=O)n2C)n1CC(O)COc1ccccc1 (configuration not stated),13.5,-2.0,3.4,-1.9,0.0,-1.1,0.5,-3.6,2.8,-2.7
O=C(Nc1ccc2ccccc2c1)c1ccc(Cl)cc1Cl,-14.8,-6.7,-17.2,-8.0,-0.3,4.7,-1.2,-4.9,-2.7,2.9
O=C(N=NC(=O)c1ccc2c(O)n(CC3CCCO3)c(O)c2c1)c1cccnc1 (configuration not stated),11.5,-1.0,7.5,1.8,0.2,-7.0,2.0,3.9,-1.7,-2.3
O=C(COC(=O)CCCN1C(=O)c2cccc3cccc(c23)C1=O)Nc1cccc(C(F)(F)F)c1,-5.5,-5.3,3.8,-4.2,1.4,-1.9,-4.6,-3.0,-2.4,1.0
CCCCC[n+]1cccc2c3ccccc3ccc21,15.9,11.0,3.5,-2.0,-2.6,3.9,-1.1,-1.5,-2.8,-3.2
C(=N\Nc1ncnc2nc[nH]c12)/c1cccs1,12.6,2.8,-13.6,-5.0,1.8,4.7,2.4,4.9,-2.6,-2.5
CCN1C(=O)CC2CCCC1C2 (configuration not stated),11.9,1.4,0.8,-6.1,1.2,-0.2,-4.2,6.3,1.7,-2.4
CC1CN(C2CCN(C(=O)c3cccc(Cl)c3)CC2)CC(C)O1 (configuration not stated),10.4,3.4,-14.7,-4.9,-0.4,-1.8,0.8,2.5,-3.9,-2.1
COc1ccccc1C(=O)N1CCN(c2ccc(N3CCOCC3)nn2)CC1,-0.4,-6.2,-2.0,-5.5,-1.0,0.7,-0.2,5.6,2.2,0.1
COc1ccc(NC(=O)c2cc(-c3cc(OC)c(OC)c(OC)c3)nc3ccccc23)c(OC)c1,-1.4,1.5,-3.7,-1.2,0.2,0.2,-2.0,-3.7,-2.9,0.2
C[C@@H]1CN(Cc2cn(C)nc2-c2cccc(Cl)c2)C[C@H](C)O1,11.8,3.5,3.4,-0.2,-0.4,-1.3,5.8,1.6,-0.5,-2.1
CC(C)c1cc(CN2CCOCC2)cc(C(C)C)c1O,9.6,3.9,-13.5,4.7,-3.5,4.7,-3.9,-6.2,-2.1,-1.8
CC(C)Sc1nc(N2CCOCC2)c2c3c(sc2n1)COC(C)(C)C3,7.7,-2.4,-2.6,-3.1,-0.6,-4.2,-0.1,-1.0,-7.8,-1.5
O=C(Nc1ccc2c(c1)OCO2)c1ccc([N+](=O)[O-])cc1[N+](=O)[O-],-43.1,3.0,-3.6,-2.6,-0.2,1.2,-3.5,-4.4,-1.6,5.3
CCn1c(NCc2cc(Cl)ccc2O)nc2ccccc21,9.5,-7.3,11.5,1.2,1.2,1.9,-2.6,-3.9,0.2,-1.8
